N370S GC mod: inhibits or activates N370S mutant glucocerebrosidase. Potency, µM (doses to about 59.4 µM), inactives show at the top dose activity change, negative = inhibition, hits mostly inhibitors. P04062. N370S GC spleen homogenate, 4MU-glucoside fluorescence. actives 0.092% (n = 330,000);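 also: 0% = full enzyme activity and -100% = no enzyme basal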
GCN5L2 inh: GCN5L2 (KAT2A) acetyltransferase inhibition; AID 504327; actives 0.21% (n = 390,000); Q92830; GCN5L2 HAT assay, ThioGlo1 CoA-SH fluorescence; Potency, µM (doses to about 58.9 µM), for the others: top-dose activity change, negative = inhibition, most hits filed as inhibitors
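Compounds, pin-transferred from DMSO stocks, meet 20nM GCN5L2 for 15 min before the reaction begins with H3(1-25) peptide (75uM) and acetyl-CoA (70uM). Thiol-reactive ThioGlo1 reports CoA release over 20 min at room temperature.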
FEN1 inh: human FEN1 inhibition; P39748; Recombinant FEN1 flap cleavage, fluorescence, 15 min; Potency, µM (doses to about 114 µM), for the others: at the highest dose activity change, negative = inhibition, actives largely listed as inhibitors; actives 0.35% (n = 390,000); also: nearly all actives have a fitted effect of over 65% in size
Target sequence (P39748 whole entry, looked up): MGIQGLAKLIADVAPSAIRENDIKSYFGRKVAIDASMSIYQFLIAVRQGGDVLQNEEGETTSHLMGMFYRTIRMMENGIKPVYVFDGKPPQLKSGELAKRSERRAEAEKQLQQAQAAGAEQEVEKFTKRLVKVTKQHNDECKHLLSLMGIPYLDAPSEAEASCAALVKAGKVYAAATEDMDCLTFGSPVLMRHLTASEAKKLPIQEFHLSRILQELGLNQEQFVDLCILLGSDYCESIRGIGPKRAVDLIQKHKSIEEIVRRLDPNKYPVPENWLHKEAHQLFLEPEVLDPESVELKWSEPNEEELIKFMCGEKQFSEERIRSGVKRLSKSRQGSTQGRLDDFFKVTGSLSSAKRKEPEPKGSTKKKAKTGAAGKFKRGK
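Reaction started by adding substrate (50 nM final) to 10 nM enzyme after 15 min room-temperature compound preincubation. Reads at 0 and 15 min, with data normalized and fitted to a four-parameter Hill equation.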
An asterisk follows results filed as active; ? = inconclusive; . = no result given; & = joins results of further samples; [ ] = dose if it differs, or a comment. Calls follow the shape of the dose curve; as a rule, active = well fitted curve in the direction sought with a large enough effect; inconclusive = small, poorly fitted or top-dose-only effect, or another doubt; inactive = no such curve, though single readings can be large; an effect the other way counts as inactive or inconclusive. Unless noted, % is scaled to controls: 0 for no effect and ±100 for the full control effect; potency is read from the fitted curve at half-maximal effect.

Fields: N370S GC mod	GCN5L2 inh	FEN1 inh
COc1ccc(/C=C2\N=C(c3c(-c4ccccc4)noc3C)OC2=O)cc1OC
  3%	-6%	-16%
CCOc1cccc(Oc2ccc(C(F)(F)F)cn2)c1
  8%	-2%	10%
Cc1cc(-c2nnc(SCC(=O)Nc3ccccn3)o2)no1
  0%	-7%	-1%
CCn1c(SCC(=O)Nc2nc3ccc(OC)cc3s2)nc2c1c(=O)n(C)c(=O)n2C
  1%[2.35 µM]	-5%	-16%
COc1ccccc1Oc1nc([N+](=O)[O-])nn1CC(N)=O
  12%	-7%	2%
CCOC(=O)c1[nH]cc(-c2ccccc2)c1N1CCOCC1
  0%	-15%	-20%
CN(c1ccccc1)S(=O)(=O)c1cccc(NC(=O)C2CC(=O)N(Cc3ccccc3)C2)c1 (stereo not drawn)
  -8%	-4%	-21%
O=C1CN(S(=O)(=O)c2cc(C(=O)O)ccc2Cl)c2ccccc2N1
  1%	-7%	-22%
CCCCCCc1c(O)c2ccccc2[nH]c1=O
  -4%	5%	1%
COc1ccc(NC(=O)CCC(=O)NCc2ccco2)c([N+](=O)[O-])c1
  -4%	0%	-20%
COc1cc(C(C)C)c2c(c1)S(=O)(=O)N(COc1cc(=O)n3cccc(OCCN4CCCCC4)c3n1)C2=O
  ?	-19%	.
O=C(CN(c1ccccc1)S(=O)(=O)c1ccccc1[N+](=O)[O-])NN=C1CCCCCCC1
  4%	-2%	13%
CNc1nc(-c2ccccc2)nc(-c2ccccc2)c1C#N
  8%	.	18%
CC(=O)N1C(=O)NC(c2ccccc2)=C([N+](=O)[O-])C1c1ccccc1 (stereo not drawn)
  -8%	1%	-1%
COc1nc(/C(N)=N/O)nc(N2CCCCC2)n1
  -4%	-9%	6%
NC(=O)[C@@H]1CCCCNc2c(I)cc([N+](=O)[O-])cc2C(=O)N[C@@H](CCC(=O)O)C(=O)N[C@@H](CO)C(=O)N1
  -11%	-7%	-3%
Cc1ccccc1OCCC(=O)Nc1ccccc1C(=O)NC1CC1
  -5%	-10%	-4%
COc1cc(NC(=S)Nc2cccc(Cl)c2Cl)c(OC)cc1Cl
  -16%	-1%	-9%
CCOC(=O)C1C(=O)N(C(=O)c2cncc(Br)c2)CC1c1ccccc1 (stereo not drawn)
  9%	0%	-12%
Cc1ccc(S(=O)(=O)N(CC(=O)NCCSc2ccccn2)c2cc(C)cc(C)c2)cc1
  -17%	-5%	7%
O=C1CC(c2ccccc2)CC(O)=C1C=NC1CCCC1 (stereo not drawn)
  ?	-1%	-15%
CC(C)c1onc(C(=O)NC2CCCC2)c1[N+](=O)[O-]
  7%	-3%	5%
CC(=O)N1N=C(c2c(-c3ccccc3)c3cc(C)ccc3[nH]c2=O)CC1c1ccco1 (stereo not drawn)
  ?	-6%	-3%
Cc1nn(CCC(=O)N2CCN(S(=O)(=O)c3ccc(Cl)cc3)CC2)c(C)c1C
  3%	-4%	2%
CCOc1[nH]n(-c2ccc(Cl)cc2)c(=O)c1C=NCc1cccnc1
  ?	-4%	3%
CC(C)OP(=O)(OC(C)C)C(NC(=O)c1ccccc1)C(N)=O (stereo not drawn)
  -3%	?	0%
Cc1ccc(NC(=O)Nc2ccon2)cc1
  -10%	-16%	4%
CC(=O)c1cn(C)c(=O)n(C)c1=O
  2%	4%	-1%
Cc1ccc(NC(=O)Nc2cnccn2)cc1Cl
  13%	-3%	6%
O=[N+]([O-])c1cccnc1Sc1ccc(Cl)cc1
  -1%	0%	-15%
N[C@H](Cc1cc(I)c(Oc2cc(I)c(O)c(I)c2)c(I)c1)C(=O)O
  1%[21.6 µM]	-14%[21.4 µM]	.
OCc1nc2ccc(Cl)cc2[nH]1
  1%	1%	-2%&15%
CN(C)C(=C(C#N)C#N)N1CCN(c2ccc(Cl)cc2)CC1
  1%	-11%	34%
CCOC(=O)c1cc(CC)sc1NC(=O)COC
  5%	-5%	-2%
CCN(CC)/C(=N/S(=O)(=O)c1ccc(C)cc1)c1ccccc1
  .	-5%	4%
OC1(c2cccc(C(F)(F)F)c2)CCN(CCN2CCCCC2)CC1
  -25%	-4%	3%
CC1=C(C(=O)Nc2ccccc2)C(c2ccccc2[N+](=O)[O-])NC(=O)N1 (stereo not drawn)
  26%	-3%	-14%
CCC1CN(C(=O)N2CCC(C(=O)NCCN(C)C)CC2)c2ccccc2O1 (stereo not drawn)
  .	-4%	-4%
CCOC(=O)c1ccc(-n2c(CC)nc3ccccc3c2=O)cc1
  -16%	-5%	.
CC1CCC(NC(=O)CN2C(=O)NC3(CCCCCC3)C2=O)CC1 (stereo not drawn)
  .	-3%	-15%
COc1ccc(C(=O)Nc2cc3c(cc2C(=O)c2ccccc2Cl)OCCO3)cc1
  .	-9%	17%
Cc1cc(C(=O)N/N=C/c2cc(Br)cc([N+](=O)[O-])c2O)c2ccccc2n1
  -27%	-6%	-14%
CCOC(=O)Cn1c(=O)oc2cc(S(=O)(=O)Nc3c(C)cc(C)cc3C)ccc21
  -10%	-5%	9%
Cc1[nH]c2ccc(C(=O)NCCCN3CCOCC3)cc2c1C
  2%	-1%	6%
COC(=O)c1ccccc1NC(=O)c1cc(CN2CCCC2)on1
  .	1%	6%
COC(=O)c1cnn(-c2ccccc2)c1/C=N/NC(=S)Nc1ccccc1
  1%	-9%	-11%
Cc1cc(NC(=O)COC(=O)c2ccc(OC(F)(F)F)cc2)no1
  .	0%	-8%
CCS(=O)(=O)Nc1cccc(-c2cc(-c3ccccc3)c3cc(C)ccc3n2)c1
  7%	-14%	-21%
Cc1ccc(-c2ccc(=O)n(CC(=O)NCCC(C)C)n2)cc1
  1%	0%	13%
Cc1ccc(CC(CC(=O)O)C(=O)NCc2ccccc2)cc1 (stereo not drawn)
  -11%	2%	-1%
CC(C)N(Cc1nnc(-c2ccc(Cl)cc2)o1)C(=O)c1cc2ccccc2o1
  .	-6%	0%
CCOC(=O)c1c(NC(=O)CNC2CCCc3ccccc32)sc(C(N)=O)c1C (stereo not drawn)
  -4%	-6%	-20%
CCC(=O)c1cn(CCOc2ccccc2OC)c2ccccc12
  -10%	-3%	-9%
COc1ccc(CNS(=O)(=O)c2ccc(-c3cnc(C4CC4)o3)cc2)cc1
  -6%	1%&2%	5%&-2%
CCCc1nnc(SCc2ccc(C(=O)OC)o2)n1N
  -12%	-3%	-1%
CCOc1cc(S(=O)(=O)N2CCC(Cc3ccccc3)CC2)c(OCC)cc1-n1cnnn1
  -6%	-4%	-3%
CCCn1c(=O)c2ccccc2n2c(SCC(=O)c3ccc(F)cc3)nnc12
  -10%	?	.
O=C(CCN1C(=O)c2ccccc2S1(=O)=O)NCc1ccco1
  -18%	-1%	2%
Cc1ccc(NC(=O)CCc2c(C)nc3c(-c4ccc(F)cc4)c(C)nn3c2C)cc1F
  .	-1%	-4%
FC(F)(F)c1cnc(C(c2ccccn2)c2ncn[nH]2)c(Cl)c1 (stereo not drawn)
  0%	-6%	-4%

Complete entries from above:
CC1=C(C(=O)Nc2ccccc2)C(c2ccccc2[N+](=O)[O-])NC(=O)N1 (stereo not drawn) is listed as N370S GC mod: 26%; GCN5L2 inh: -3%; FEN1 inh: -14%
CN(C)C(=C(C#N)C#N)N1CCN(c2ccc(Cl)cc2)CC1 is listed as N370S GC mod: 1%; GCN5L2 inh: -11%; FEN1 inh: 34%
N[C@H](Cc1cc(I)c(Oc2cc(I)c(O)c(I)c2)c(I)c1)C(=O)O is listed as N370S GC mod: 1%[21.6 µM]; GCN5L2 inh: -14%[21.4 µM]; FEN1 inh: .

Arranged by SMILES length (descending): 3 of the compounds above
Fields: N370S GC mod	GCN5L2 inh	FEN1 inh
CC(=O)N1C(=O)NC(c2ccccc2)=C([N+](=O)[O-])C1c1ccccc1 (stereo not drawn)
  -8%	1%	-1%
COc1ccc(CNS(=O)(=O)c2ccc(-c3cnc(C4CC4)o3)cc2)cc1
  -6%	1%&2%	5%&-2%
CCC1CN(C(=O)N2CCC(C(=O)NCCN(C)C)CC2)c2ccccc2O1 (stereo not drawn)
  .	-4%	-4%

Additional structures.
compound	N370S GC mod	GCN5L2 inh	FEN1 inh
O=C(OCCc1cc2ccccc2c(=O)o1)c1ccco1	.	-2%	18%
O=C(NCCCN1CCCC1=O)c1cccc(S(=O)(=O)N2CCN(c3ccc(F)cc3)CC2)c1	3%	?	-2%
CCc1ccc(CNC(=O)C2CCN(c3nn4cc(-c5ccc(OC)cc5)nc4s3)CC2)cc1	.	4%	0%
Cc1cc(Cl)c(S(=O)(=O)NC(C(=O)O)c2ccccc2)cc1OCC(N)=O (stereo not drawn)	-13%	-1%	-6%
Cc1ccc(CN2C(=O)c3ccccc3Sc3ccc(C(=O)NC4CCCC4)cc32)cc1	.	-27%	7%
COc1cccc(CC(NC(C)=O)C(=O)NC2CCN(C(=O)c3ccc(Cl)cc3)CC2)c1OC (stereo not drawn)	-5%	-2%	-6%
COc1ccccc1-c1cc(C(=O)Nc2cccnc2)no1	-9%	2%	-7%
COC(=O)c1c(C)c[nH]c1C	-7%	2%	1%
O=[N+]([O-])c1ccc(N2CCCCC2)nc1N1CCCCC1	?	-2%	12%
CC(C)c1nnc(SCC(=O)NC(C)(C)C)n1C	-9%	-1%	11%
Cc1ccc(OCC(O)CNC(C)c2ccccc2)cc1C (stereo not drawn)	-25%	-3%	19%
COc1ccc2oc(=O)c(C(=O)Nc3ccccc3C)cc2c1	-7%	?	11%
CCN(CC)S(=O)(=O)c1ccc2c(c1)N(CC(=O)NCCCN1CC(C)CC(C)C1)C(=O)CO2 (stereo not drawn)	-2%	-5%	-3%
CCOc1ccc(OCC)c(NC(=O)c2c(C)nn(-c3ccccc3)c2-n2cccc2)c1	.	-5%	-25%
COc1ccc2cc(C)c3nnc(SCC(=O)Nc4nc(-c5ccc(F)cc5)cs4)n3c2c1	-2%	2%	6%
CC(C(=O)c1ccccc1)n1c(N2CCOCC2)nc2c1c(=O)n(C)c(=O)n2C (stereo not drawn)	3%	-5%	-1%
Cc1ccccc1N(CC(=O)NC(C)(C)C)C(=O)CCC(=O)Nc1nccs1	-7%	3%	4%
CCn1c(COc2c(C)cccc2C)nnc1SCC(=O)N1CCN(c2ccccc2)CC1	-9%	-17%	2%
Cc1cc(/C=C(\C#N)C(=O)NCc2cccs2)c(C)n1-c1ccc([N+](=O)[O-])cc1	3%	-15%	-3%
Cc1ccc(-c2cc(C(=O)Nc3c(C)n(C)n(-c4ccccc4)c3=O)[nH]n2)c(O)c1	-3%	-3%	-4%
CC(=O)N1CCN(Cc2nc3cc(NC(=O)NC4CCCCC4)ccc3n2C)CC1	-3%	-1%	0%
O/N=C(/c1ccc(Cl)cc1)C1CC1c1ccccc1 (stereo not drawn)	2%	5%	-19%
CCCN1C(=O)c2ccc(C(=O)Nc3ccc4c(c3)OCO4)cc2C1=O	-1%	-2%	8%
COC(=O)c1ccccc1NC(=O)Cn1nnc(-c2ccc3c(c2)OCO3)n1	?	-6%	-3%
CCOC(=O)N1CCN(C(=O)CN(Cc2ccccc2)S(=O)(=O)c2ccc(OC)c(Cl)c2)CC1	5%	1%	9%
COc1ccc(-c2nnc(Nc3ccc(S(=O)(=O)Nc4nccs4)cc3)c3ccccc23)cc1	2%	-16%	?
COc1ccc(-c2c(C)[nH]n3c(=O)c(Cc4ccccc4)c(C)nc23)cc1OC	-1%	3%	2%
Cc1ccc(Cl)cc1N1CCN(C(=O)c2cc3ccc4cccnc4c3[nH]2)CC1	.	-1%	14%
O=C(O)/C(=C\c1cccc(F)c1)c1ccc(S(=O)(=O)N2CCCCC2)s1	4%	4%	1%
Cc1ccccc1CN1C(=O)C(O)(CC(=O)c2cccc(Br)c2)c2ccccc21 (stereo not drawn)	.	-11%	0%
N#Cc1c(NC(NC(=O)c2ccco2)C(=O)c2ccccc2)sc2c1CCCC2 (stereo not drawn)	?	-22%	-17%
COc1ccc(Cc2nc(C(=O)Nc3ccc(F)cc3)cs2)cc1	27%	-2%	-7%
COc1ccc(C(=O)Nc2nc(C)c3cc4c(cc3n2)OCO4)cc1	2%	-7%	19%
Cc1cc(C(=O)N/N=C/C=C/c2ccccc2)n[nH]1	3%	-15%	-2%
Cc1ccccc1NC(=O)COC(=O)C1=COCCO1	.	-4%	1%
Cc1ccc(S(=O)(=O)C(F)(F)F)cc1NC(=O)c1cccnc1	-2%	3%	3%
COc1ccc(C2/C=C\CN(C(=O)C3CC3)C(Cc3ccccc3)C(=O)N2Cc2ccc(F)cc2)cc1 (stereo not drawn)	2%	.	4%
COC(=O)C1=C(C)Nc2c(c(=O)n(C)c(=O)n2C)C1c1ccc(Cl)cc1 (stereo not drawn)	5%	0%	-2%
O=c1c(C=Nc2ccc(Oc3ccccc3)cc2)c[nH]n1-c1cccc(Cl)n1	12%	64%[activator]	-7%
CCOC(=O)c1c(/N=C/c2cc(C)ccc2O)sc2c1CCN(C)C2	-20%	15%	3%

Assay outcomes (PubChem)
